Screens (PubChem)
NR2E3 ag-1 = NR2E3 agonists in two-hybrid cells, primary screen, cell-based, luminescence, CHO-S, Gal4-NCOR/VP16-NR2E3; inhibition of corepressor binding, % at 3.98 µM; Photoreceptor-specific nuclear receptor (Homo sapiens), Q9Y5X4; AID 602229, 2012; 0.35% of 360,000 active; luciferase;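 active = inhibition above the mean of all tested compounds plus 3 SD, cut at about 70% in these data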;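 note: 0% = DMSO with NR2E3 transfected cells and 100% = cells lacking NR2E3 construct; higher means lower luciferase signal from less NR2E3 corepressor binding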
Target sequence (Q9Y5X4 whole entry, looked up, the tested form may be a part): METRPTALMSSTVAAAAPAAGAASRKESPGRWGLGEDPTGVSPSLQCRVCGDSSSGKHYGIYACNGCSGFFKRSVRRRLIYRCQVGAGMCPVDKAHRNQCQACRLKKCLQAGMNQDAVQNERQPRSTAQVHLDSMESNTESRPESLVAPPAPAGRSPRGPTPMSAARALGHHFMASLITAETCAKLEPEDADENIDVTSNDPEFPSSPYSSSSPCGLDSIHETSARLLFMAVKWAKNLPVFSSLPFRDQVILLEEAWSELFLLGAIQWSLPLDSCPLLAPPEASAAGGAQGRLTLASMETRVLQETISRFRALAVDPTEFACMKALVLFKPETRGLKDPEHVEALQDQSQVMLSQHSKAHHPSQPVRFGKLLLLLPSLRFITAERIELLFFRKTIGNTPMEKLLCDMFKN
TWEAK-Fn14 inh = inhibitors of TWEAK-Fn14 signaling, primary screen, luciferase reporter cells, uHTS; TWEAK-stimulated Fn14 reporter cells, luciferase luminescence, 8 h; inhibition, % at 10 µM; 2% of 360,000 active; AID 1159606, 2016; in the data active = inhibition above about 50%
iPSC survival up = enhancers of single-cell hiPSC survival, primary screen, ATPlite luminescence | 0.044% of 360,000 active | survival enhancement, % at 20 µM | 100% = ROCK inhibitor wells, 0% = DMSO; in the data active = survival enhancement above about 18%;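 note: cells exposed to compounds for 16 hours before the ATP read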
NR2E3 ag-2 = inhibitors of NR2E3-RetCOR corepressor binding, primary screen, NR2E3 agonist project, biochemical, TR-FRET, GST-NR2E3, biotin-RetCOR; Photoreceptor-specific nuclear receptor (Homo sapiens), Q9Y5X4; 1536-well; inhibition of corepressor binding, % at 4.78 µM; 0.12% of 320,000 active; AID 2300, 2010;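 active = percent inhibition above the cutoff of mean plus 3 SD of all tested compounds, set per screening campaign, cut at about 20% in these data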;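 note: 0% = DMSO wells and 100% = biotin wells as full block of FRET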
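System: GST-tagged NR2E3 plus biotinylated RetCOR corepressor; Amount: 1.35 nM GST-tagged NR2E3 final; Dosing: single nominal compound dose of 4.8 µM; Schedule: 5 h incubation at 4 °C; Technique: TR-FRET with europium anti-GST and streptavidin-D2, 340 nm excitation; Controls: biotin wells as high control, 0.6% DMSO wells as low control.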
TRPM1 prom inh = inhibitors of MITF-dependent TRPM1 promoter reporter, primary screen, cell-based, SK-MEL-5, single point, luciferase. SK-MEL-5 TRPM1 promoter luciferase, 24 h. 0.83% of 330,000 active. inhibition, % at 12.5 µM;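 active = mean inhibition across replicates of 60% or more, whatever share of single replicates reaches that level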; note: values of inactives mirror those of a sister screen read the other way
aDG glyco up = activators of alpha-DG glycosylation, primary screen, uHTS, Pro5-aDG cells, AlphaScreen; alpha-DG glycosylation AlphaScreen (IIH6); 0% Pro5, 100% B10-LARGE cell signal; activation, % at 10 µM; 0.22% of 360,000 active; AID 624168, 2012;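 active = activation of at least 8% versus controls, or a plate z-score of at least 8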;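 note: Pro5 are CHO cells carrying HIG-tagged alpha-DG that lacks glycosylation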
Shn3 3UTR inh = reduction of Shn3 3'UTR firefly luciferase signal, primary screen, Schnurri-3 inhibitor project, cell-based, Clone20 osteoblasts, set 2; AID 588674, 2011; Clone20 osteoblast Shn3 3'UTR firefly luciferase, 24 h; inhibition, % at 12.5 µM; 0.52% of 360,000 active;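 active = mean inhibition of at least 75% with every replicate also reaching 75%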;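 note: 0% = median of neutral control wells and 100% = pilot-screen positive control compound; some compounds past the cut are filed as inactive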
HIF-2a block = HIF-2a reporter inhibitors, primary screen, luminescence, 786-0 RCC cells | inhibition, % at 18.8 µM | 0.72% of 360,000 active | 786-0 RCC cells HIF-2a reporter, luciferase luminescence, overnight | AID 624352, 2012;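 active = inhibition of the luminescence signal of 40% or more relative to plate controls, in a single-dose primary screen at 18.75 µM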
Peg3 promoter = Peg3 promoter-driven luciferase inhibitors, primary screen, cell-based, HeLa, luciferase luminescence | HeLa PEG-Prom luciferase reporter, overnight | 1.7% of 360,000 active | inhibition, % at 20 µM;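 active = inhibition of at least 50% at 20 µM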
KKLEB cytotox = cytotoxicity in KKLEB CF airway cells, primary screen, cytotoxicity control for CF NF-kB inhibitor project, cell-based, uHTS, fluorescence assay plates. KKLEB CF airway cells viability, ATPlite luminescence, overnight; hits give low values; cells stimulated with P. aeruginosa culture filtrate. activity change (cytotoxicity), % at 5 µM. 0.36% of 360,000 active;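 active = corrected activity change at or below -50% at 5 µM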
CF NFkB inh = inhibitors of PAF-induced NF-kB signaling, primary screen, cell-based, GFP fluorescence, uHTS; KKLEB NF-kB-GFP reporter, GFP fluorescence overnight; inhibition, % at 5 µM; 0.86% of 360,000 active; AID 588850, 2011;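 active = at least 50% inhibition at 5 µM, scaled per plate between neutral and stimulator controls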;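 note: PAF is a Pseudomonas aeruginosa culture filtrate used as stimulus; plate controls were PAF-stimulated DMSO wells for no effect and unstimulated DMSO wells for full effect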
* = called active by the depositor; i = inactive; . = not tested or not shown.

SMILES	NR2E3 ag-1	TWEAK-Fn14 inh	iPSC survival up	NR2E3 ag-2	TRPM1 prom inh	aDG glyco up	Shn3 3UTR inh	HIF-2a block	Peg3 promoter	KKLEB cytotox	CF NFkB inh
COc1ccc(C2=Nc3ccccc3OC2)cc1	-16	-20	1.5	2	-60	0.6	-69	-202	-263	8	3
Cn1c2ccccc2c(=O)c2c(=O)n(Cc3ccco3)c(COc3ccccc3)nc21	2	32	0.7	-13	9	-0.1	-1	15	50*	-14	28
CS(=O)(=O)N1N=C(c2cccs2)CC1c1ccccc1 (stereo not drawn)	-32	-4	-0.2	1	8	-0.1	-1	-19	-25	-8	-1
CCCOc1ccc(C2C(C(=O)/C=C/c3ccco3)=C(O)C(=O)N2CCN2CCOCC2)cc1OC (stereo not drawn)	22	6	0.2	4	5	-0.1	4	14	1	-4	1
CC(C)C(NC(=O)c1ccco1)C(=O)NCC(c1ccco1)N1CCCCC1 (stereo not drawn)	-14	-9	-1.1	2	-13	-0.1	-4	4	-8	-18	-2
O=C(/C=C/[C@H]1O[C@@H](n2ccc(=O)[nH]c2=O)[C@H](O)[C@@H]1O)NCCN1CCCCC1	13	7	-0.8	.	.	-0.2	9	5	4	7	-35
Cc1nnc(N/N=C/C(C)c2ccccc2)[nH]c1=O (stereo not drawn)	-9	-5	0.7	-2	-4	0.0	3	7	3	1	-12
O=C(Nc1ccc(F)cc1)Nc1nnc(Cc2ccccc2F)s1	-33	-8	-0.6	2	-7	0.2	16	2	17	1	8
O=C(N1CCOCC1)N1CCN(C(c2ccccc2)c2ccccc2)CC1	-16	6	0.8	-1	-8	-0.3	5	7	3	8	-1
O=S(=O)(/N=C(/c1ccccc1Cl)N1CCOCC1)c1ccccc1	-33	-8	-0.9	5	1	0.0	-3	-40	-32	7	4
CCC(C)OC(=O)C1=C(C)NC(=O)CC1c1ccccc1OC (stereo not drawn)	-3	2	4.1	0	0	-0.4	3	15	16	-13	21
CCCCC1Cc2[nH]c(=S)[nH]c(=O)c2C(c2ccc(Cl)cc2)O1 (stereo not drawn)	-10	6	1.8	.	.	0.1	22	9	12	-6	-6
CCCc1nc2cc(C)c(Br)c(C)n2c1CC1CCCCC1	-22	29	-1.0	.	.	0.2	.	9	.	.	.
Cc1onc(-c2c(F)cccc2Cl)c1C(=O)NNC(=O)C1CCN(Cc2cccc(F)c2)CC1	-14	3	0.0	-1	6	-0.2	-10	8	8	0	21
O=C(CSc1nc2ncc(Br)cc2[nH]1)Nc1ccc2c(c1)OCO2	12	-10	-2.0	4	13	0.2	5	-8	-3	-2	35
Cc1cccc(Cl)c1NC(=S)N1CCN(c2ccc([N+](=O)[O-])cn2)CC1	-23	-6	1.7	3	-1	0.0	24	13	14	-7	6
CCCCC1C(=O)CC[C@H]2[C@@H]1CC(=O)[C@@H]2C/C=C\CCCC(=O)O (stereo partly drawn)	7	18	2.1	-3	-13	-0.4	-7	4	-10	-100*	20
CC(C)C(=O)NCCSc1c[nH]c2ccccc12	0	23	2.3	2	1	-0.1	-1	17	3	-2	7
CCOC(=O)CC(=O)Nc1nc2ccccc2s1	-13	3	-1.3	5	-5	-0.1	-26	-63	-45	4	-6
CC(CCCC(C)(C)O)NCc1cn[nH]c1-c1ccc2c(c1)OCO2 (stereo not drawn)	18	-1	-0.5	-3	2	-0.3	1	8	22	4	-1
Cc1ccc2occ(C3NC(C(=O)O)CS3)c(=O)c2c1 (stereo not drawn)	-8	-16	-0.3	-1	-6	-0.1	7	8	0	4	-11
O=C(NCCCO)C(=O)NCC1OCCCN1S(=O)(=O)c1cccs1 (stereo not drawn)	10	-5	-0.3	1	-2	-0.4	-4	13	21	10	-9
COc1cc(C(O)c2nc(-c3ccc(N(C)C)cc3)cs2)ccc1F (stereo not drawn)	50	18	1.7	.	.	0.8	61	-76	-50	-12	4
Cc1cc([N+](=O)[O-])nn1CC(=O)N1N=C(C(F)F)CC1(O)C(F)F (stereo not drawn)	-1	-9	-0.3	-1	-19	0.1	17	12	-14	3	1
O=C(Nc1cccc(F)c1)NC1(C(=O)N2CCOCC2)CCCCC1	-11	10	0.4	-4	1	-0.2	-14	8	3	-15	23
CC1(C(=O)NCCc2c[nH]c3ccccc23)C=CC2(CCCCC2)N1C(=O)c1ccccc1 (stereo not drawn)	-28	7	-0.6	3	3	0.2	3	-21	4	7	12
COc1ccccc1C(NC(=O)C1CCN(CCOc2ccc3ccccc3c2)CC1)c1ccccn1 (stereo not drawn)	19	10	-1.2	.	.	1.0	7	-1	25	-9	-9
O=C(O)C1=C[C@@H](c2ccc(Br)cc2)C[C@@H](OCc2ccc(CO)cc2)O1	7	6	-0.1	5	.	0.2	-13	-1	-4	6	-4
CN(Cc1cccc2ccccc12)C(=O)c1cc(COc2c(F)cccc2F)on1	-40	-5	-1.4	-3	-2	0.0	33	-14	-20	3	-1
O=C(CCn1cccc1)Nc1ccc(F)cc1	-13	-5	-1.3	-2	-11	-0.3	-10	-3	-1	13	-12

Continued, starting with the last 3 of the part before.
SMILES	NR2E3 ag-1	TWEAK-Fn14 inh	iPSC survival up	NR2E3 ag-2	TRPM1 prom inh	aDG glyco up	Shn3 3UTR inh	HIF-2a block	Peg3 promoter	KKLEB cytotox	CF NFkB inh
O=C(O)C1=C[C@@H](c2ccc(Br)cc2)C[C@@H](OCc2ccc(CO)cc2)O1	7	6	-0.1	5	.	0.2	-13	-1	-4	6	-4
CN(Cc1cccc2ccccc12)C(=O)c1cc(COc2c(F)cccc2F)on1	-40	-5	-1.4	-3	-2	0.0	33	-14	-20	3	-1
O=C(CCn1cccc1)Nc1ccc(F)cc1	-13	-5	-1.3	-2	-11	-0.3	-10	-3	-1	13	-12
CCOC(=O)c1cc(S(=O)(=O)NCc2ccco2)cn1C	-1	-40	1.6	-3	2	0.1	-3	10	3	1	1
O=C(COC(=O)c1ccc(S(=O)(=O)N2CCCC2)cc1)NCc1ccc(F)cc1	-16	6	-2.9	0	9	-0.3	5	8	-6	-2	-8
CCSCC1COC(c2cccn2Cc2ccc(C)cc2)=N1 (stereo not drawn)	-13	-8	-1.4	-2	-3	-0.3	-17	-28	-22	-6	6
CCOC(=O)[C@]12CCCC=C1N(Cc1ccco1)C(=O)[C@H](CC(=O)N1CCSCC1)C2	-19	-2	-0.9	.	.	0.0	.	0	.	.	.
COc1ccc(Br)c(Cn2c(C)c(C(=O)NCc3cccc([N+](=O)[O-])c3)sc2=O)c1	-9	0	-0.9	.	.	0.4	5	1	0	-1	-11
CCOC(=O)Cc1csc(NC(=O)c2ccc(F)cc2)n1	-9	4	0.0	1	-15	0.1	1	4	-16	4	-4
CC(C)c1ccc(/C=N/NC(=O)CCNC(=O)c2ccccc2)cc1	-51	-14	-0.4	3	-74	0.1	-76	-175	-170	-1	5
CCOC(=O)c1c(-c2ccccc2Cl)cn2ccccc12	-8	-1	0.8	0	0	0.1	8	-4	13	-8	-4
CCCCNCc1cc(Cl)c(OCCC)c(OCC)c1	-23	-7	-3.6	1	4	1.0	-7	-90	-27	-23	7
CCN(CC)c1ccc(NC(=O)CCCCCN2C(=O)c3ccccc3C2=O)cc1	4	-7	1.6	-1	13	-0.1	32	12	10	-4	-4
Cn1c(SCC(=O)N2CCCc3ccccc32)nnc1-c1c[nH]c2ccccc12	-14	-7	-4.3	-3	-4	-0.1	-19	-2	18	2	1
COc1ccc(S(=O)(=O)N(C(C)=O)c2ccc(OC(C)=O)c3ccccc23)cc1[N+](=O)[O-]	-17	19	-4.1	-2	71*	11*	10	14	17	-17	79*
CN(Cc1c(C(=O)N/N=C/c2ccccc2O)nnn1-c1nonc1N)C1CCCCC1	-26	-21	-2.9	.	.	1.6	83	8	59*	-9	12
O=C1Nc2ccccc2C1c1ncc(C(F)(F)F)cc1Cl (stereo not drawn)	-7	-9	-0.1	4	28	-0.1	12	12	7	-4	5
Cc1ccc(CCNC(=O)C2CCN(S(=O)(=O)N3CCC4(CC3)OCCO4)CC2)cc1	20	9	-1.8	-2	-11	0.2	-45	3	9	3	2
CCCc1cc(=O)oc2c(C)c(OS(C)(=O)=O)ccc12	9	-17	0.5	1	5	-0.3	.	-16	-1	10	2
CN(C)C(CNC(=O)c1cccc(OC(F)F)c1)c1ccco1 (stereo not drawn)	-23	-3	1.1	1	-6	1.7	9	-30	-18	-10	6
O=C(COc1ccc(S(=O)(=O)N2CCCCC2)cc1Cl)N1CCCC1	-14	-14	-0.4	2	1	-0.1	12	-4	1	2	-8
Cc1ccc(NC(=O)Cn2cccc2C2=NC(c3ccccc3)CO2)cc1C (stereo not drawn)	-5	2	-1.9	3	2	0.2	21	-5	4	-7	12
CCN(CC)C(=O)Cn1cc(C(=O)C(=O)NCCCN2CCCCC2)c2ccccc21	-9	4	0.0	-2	-4	0.1	3	13	18	-1	-6
Cc1ccc2nc(SCC(=O)Nc3cc(C(F)(F)F)ccc3N3CCOCC3)[nH]c2c1	38	28	4.5	-3	i	-0.4	29	21	15	-8	50*
N#CCCN(C(=S)Nc1ccc(S(=O)(=O)N2CCOCC2)cc1)c1ccccc1F	2	-5	0.9	.	8	-0.1	-6	10	-10	1	6
CCCc1cc(=O)oc2c(C)c(OC(C)C(=O)NCc3ccccn3)ccc12 (stereo not drawn)	-16	-6	-0.3	-3	10	0.0	-2	12	9	6	3
O=c1[nH]nc(-c2cc(-c3ccccc3)nc3ccccc23)o1	3	-10	-1.5	.	.	-0.1	1	-12	-5	7	-69
O=C(Cn1nnc(-c2ccccc2-n2cnnn2)n1)NCc1ccccc1	13	0	1.9	1	12	-0.1	4	12	9	9	5
Cc1cc2oc(=O)cc(CN3CCC(C)CC3)c2cc1Cl	-18	-15	0.6	-3	-28	0.0	-20	-112	-123	-3	5
COCCNC(=O)c1snc2ccc(Cl)cc12	-33	26	-3.5	0	-10	0.0	-5	-13	-19	-6	31
Cc1cc(Cl)ccc1OCCCC(=O)N1CCN(C(=O)c2ccco2)CC1	-9	-24	-0.2	1	-4	1.2	4	10	16	-5	14
